AmpC no deterg: blocks E. coli AmpC beta-lactamase in detergent-free assay | hit rate 0.52% among 330,000 | AID 485341 | AmpC nitrocefin hydrolysis, absorbance 480 nm, 0.0001% Triton | Potency, µM (titrated, usually from 57.1 µM), inactives show top-dose activity change, negative = inhibition, hits mostly inhibitors;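 note: potency is the fitted concentration of half-maximal effect; plate controls were no compound for no effect and no enzyme for full effect; nearly all actives have a fitted effect of over 20% in size; some results filed as inactive show a strong effect at the top dose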
Target sequence (P00811 whole entry, looked up): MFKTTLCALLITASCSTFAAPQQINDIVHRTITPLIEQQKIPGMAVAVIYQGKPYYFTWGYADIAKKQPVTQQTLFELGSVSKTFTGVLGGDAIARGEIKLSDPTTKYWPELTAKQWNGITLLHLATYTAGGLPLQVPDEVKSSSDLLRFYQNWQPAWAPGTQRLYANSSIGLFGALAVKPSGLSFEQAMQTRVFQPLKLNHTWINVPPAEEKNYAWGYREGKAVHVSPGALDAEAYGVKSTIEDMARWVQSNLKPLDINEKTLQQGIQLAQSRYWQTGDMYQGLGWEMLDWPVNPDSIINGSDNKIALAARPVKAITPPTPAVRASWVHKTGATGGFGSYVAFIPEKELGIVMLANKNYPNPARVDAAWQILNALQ
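20 mM phosphate pH 7.0 + 0.01% (detergent screen) or 0.0001% Triton X-100; 5.3 nM AmpC reagent; cpd preinc 15 min RT; nitrocefin (800 uM stock) to start; A480 q20 s × 4 min; Activity was normalised to no-enzyme and no-compound control wells.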
Sm TGR block: S. mansoni TGR enzyme inhibition. purified TGR, DTNB reduction, TNB absorbance 405 nm. hit rate 3% among 360,000. Q962Y6. Potency, µM (highest dose often 114 µM), for the others: top-dose activity change, negative = inhibition, hits mostly inhibitors; note: potency is the fitted concentration of half-maximal effect; nearly all actives have a fitted effect of over 60% in size
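Kinetic colorimetric format: TGR-catalysed, NADPH-driven DTNB reduction monitored via TNB absorbance. Enzyme dispensed at 20 nM; compound exposure 15 min at room temperature before reaction start.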
HCMV inh: human cytomegalovirus inhibition; HFF cells, HCMV-luciferase reporter, 72 h; stronger effect = lower value; hit rate 4.5% among 410,000; activity change, negative = inhibition, % at 57.5 µM; in the data active = activity change below about -60%; inconclusive = no clear call, values can overlap the other calls; inactive = above about -39%
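Compounds were evaluated in HFFs infected with an HCMV luciferase reporter virus (MOI 1 PFU/cell). Luciferase in lysates collected 72 h post infection served as the replication measure.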
FBPA Giardia inh: inhibitors of Giardia lamblia fructose-1,6-bisphosphate aldolase. hit rate 0.71% among 290,000. Potency, µM (highest dose often 59.6 µM), for inactives: at the top dose activity, negative = inhibition, actives largely listed as inhibitors. purified Giardia FBPA. AID 2451; note: potency is the fitted concentration of half-maximal effect; nearly all actives have a fitted effect of over 55% in size
Target sequence (A8B2U2 whole entry, looked up): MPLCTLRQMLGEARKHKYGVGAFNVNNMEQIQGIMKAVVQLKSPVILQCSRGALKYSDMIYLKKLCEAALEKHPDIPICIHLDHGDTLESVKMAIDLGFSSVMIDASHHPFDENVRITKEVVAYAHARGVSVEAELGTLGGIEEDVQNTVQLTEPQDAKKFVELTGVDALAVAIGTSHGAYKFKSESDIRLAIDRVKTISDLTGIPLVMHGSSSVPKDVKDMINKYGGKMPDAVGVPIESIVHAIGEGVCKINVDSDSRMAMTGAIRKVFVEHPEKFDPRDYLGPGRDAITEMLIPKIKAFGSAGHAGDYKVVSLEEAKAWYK
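40 nM FBPA preincubated 10 min at RT with compound (up to 57.5 uM final), then substrate plus GAPDH/TPI/NAD/arsenate coupling and diaphorase/resazurin added. Fluorescence read after 20 min at RT, 525/598 nm.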
AmpC detergent: blocks E. coli AmpC beta-lactamase in detergent assay. hit rate 0.041% among 370,000. AID 485294. AmpC hydrolysis of nitrocefin, absorbance 480 nm, 0.01% Triton. Potency, µM (highest dose often 114 µM), inactives show at the highest dose activity change, negative = inhibition, actives largely listed as inhibitors. P00811;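 note: potency is the fitted concentration of half-maximal effect; 0% = no-compound wells and -100% = no-enzyme wells; nearly all actives have a fitted effect of over 25% in size; some results filed as inactive show a strong effect at the top dose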
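20 mM phosphate pH 7.0 + 0.01% (detergent screen) or 0.0001% Triton X-100; 5.3 nM AmpC reagent; cpd preinc 15 min RT; nitrocefin (800 uM stock) to start; A480 q20 s × 4 min; Activity was normalised to no-enzyme and no-compound control wells.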
HCV inh: inhibitors of hepatitis C virus infection; Potency, µM (doses to about 41.8 µM), inactives show at the highest dose activity change, negative = inhibition, hits mostly inhibitors; Huh7.5.1 HCVcc-Cre infection, luciferase reporter, 44 h; hit rate 3.4% among 340,000; note: potency is the fitted concentration of half-maximal effect
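Luciferase read-out (15 sec integration) after a 15 min room-temperature substrate step quantifies HCVcc-Cre infection. Cells, 1,000 per well, had compound added 4 h post-plating, then virus at ~0.5 moi, and were cultured 44 h.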
* marks the source's active call; other numbers are inactive results; ? = inconclusive; nt = not tested or not shown; & = joins results of further samples; [ ] = dose if it differs, or a comment. Unless noted, calls come from the whole dose curve; as a rule, active = well fitted curve in the direction sought with a large enough effect; inconclusive = small, poorly fitted or top-dose-only effect, or another doubt; inactive = no such curve, though single readings can be large; an effect the other way counts as inactive or inconclusive. Unless noted, % is set by controls: 0 for no effect and ±100 for the full control effect.

SMILES	AmpC no deterg	Sm TGR block	HCMV inh	FBPA Giardia inh	AmpC detergent	HCV inh
COc1cccc(CN2CCC(C(=O)N3CCN(c4ccccc4F)CC3)CC2)c1	-10%	-11%	15	-1%	-4%	3%
COc1ccc(Nc2ncc3c(n2)CCN(Cc2ccccc2C)C3)c(OC)c1	nt	7%	-2	nt	14%	nt
O=C(CCS(=O)(=O)c1ccccc1)Nc1nc2cc3c(cc2s1)OCO3	-36%	10µM*	-1	-4%	-5%	0%
Cc1cccc2c1CC(C)(C)NC2=C(C#N)C#N	-16%	14%	?	-2%	-3%	?
COc1ccc(N(Cc2cc3cc(OC)ccc3[nH]c2=O)C(=O)C2CCCO2)cc1 (stereo unspecified)	0%	12%	-40	-6%	1%	7%
CCCN=C(C)C1=C(O)c2ccccc2C1=O	0%	-9%	6	7%	-18%	0%
COc1ccc(CCNC(=S)N2CCN(S(=O)(=O)c3ccc(C)cc3)CC2)cc1	-26%	-1%	-98*	nt	-13%	?
CCc1ccccc1Nc1nc(N)nc(CSc2nnnn2C)n1	-35%	-3%	81	0%	-1%	11%
O=C(O)C1Cn2c(nc3c(c2=O)C2(CCCC2)Cc2ccccc2-3)S1 (stereo unspecified)	-7%	nt	-25	?	4%	12%
O=C(NCC(c1ccco1)N1CCCC1)c1cccc(S(=O)(=O)N2CCOCC2)c1 (stereo unspecified)	23%	-19%	0	nt	-9%	-18%
COc1ccc2c(c1)CC1c3c(cc4c(c3-2)OCO4)CC[N+]1(C)[O-] (stereo unspecified)	-15%	-10%	-23	-20%	-1%	-23%
CCOC(=O)C1=C(COC(=O)CCS(=O)(=O)c2ccc(C)cc2)NC(=O)NC1C (stereo unspecified)	46%	-10%	-7	nt	-9%	18%
CCOC(=O)Cc1c(C(=O)OCC)nnc2c(-c3ccccc3)c(C)nn12	nt	17%	-7	nt	0%	nt
CC1(C)C2CC=C(/C=N/NC(=O)c3ccccc3O)C1C2 (stereo unspecified)	11µM*	-14%	97	-1%	-10%	-6%
COc1cc(C(=O)NCCC(=O)NCCCN2CCCCC2C)cc(OC)c1OC (stereo unspecified)	13%	2%	-9	-1%	-2%	12%
O=C(CCS(=O)(=O)c1ccc2c(c1)NC(=O)CO2)NCCc1ccc(Cl)cc1	-23%	-1%	-4	-10%	0%	3%
CC(=O)c1ccc(NC(=O)c2ccc(-c3ccc(Cl)cc3)o2)cc1	nt	40µM*	13	nt	1%	nt
N#Cc1ccc(C(=O)N2CCN(S(=O)(=O)c3ccc(Cl)s3)CC2)cc1	-6%	5%	21	nt	-5%	11%
O=S(Cc1ccc(Cl)cc1)c1ncc(CO)n1Cc1ccccc1 (stereo unspecified)	23%	-15%	?	1%	-6%	6%
CC(=O)c1c(C)[nH]c(=S)c(C#N)c1-c1ccc(Cl)cc1	-47%	5%	13	24%	8%	-5%
Cc1ccc(S(=O)(=O)N2CCOCC2)cc1C(=O)OCC(=O)NC1CCCC1	-4%	nt	26	nt	nt	8%
C=CCOC(=O)C1=C[C@@H](c2ccc(C(F)(F)F)cc2)[C@H](CCCO)[C@@H](OCC)O1	182%[activator]	-18%	29	-8%	-1%	-35%
CCOc1ccccc1N=C1SC(CC(=O)Nc2ccc(OC)cc2OC)C(=O)N1CCC1=CCCCC1 (stereo unspecified)	-20%	-8%	-36	-8%	-2%	?
Cc1ccc(C(C)C)c(OCC(=O)NN2C(=O)c3ccccc3C2=O)c1	-11%	1%	-17	-1%	1%	0%
COc1ccc(OC)c(S(=O)(=O)N2CCN(CC(O)COc3ccccc3)CC2)c1 (stereo unspecified)	76%[activator]	-7%	10	-6%	2%	-27%
C/C(=N\NC(=O)c1ccncc1)c1cc2ccccc2o1	-4%	-3%	?	-9%	-5%	-11%
O=C(COC(=O)CCc1c[nH]c(=O)[nH]1)Nc1ccccc1Cl	-5%	45µM*	-19	2%	2%	-4%
O=C(Cn1c(=O)n(Cc2ccc3c(c2)OCO3)c(=O)c2ccccc21)N1CCCc2ccccc21	-40%	-6%	85	-2%	-1%	14%&14%
CCOc1c2ccc(C(=O)NCc3ccco3)cc2nn1CC	-13%	-9%	18	0%	4%	-5%
Cc1cc(C(=O)NCc2ccc(S(N)(=O)=O)cc2)cs1	-9%	0%	0	0%	?	nt
Cc1ccc(NCC(=O)N/N=C/c2cccc(Oc3ccccc3)c2)cc1	-26%	6%	?	-9%	3%	?
O=C(C[C@@H]1C/C=C\C[C@H](Cc2ccc(F)cc2)C(=O)OCCNC1=O)N[C@H](CO)Cc1ccccc1	161%[activator]	nt	-10	nt	nt	10%
CCc1c(C)nc2c(-c3ccccc3)c(C)nn2c1Nc1ccc(NC(C)=O)cc1	93%[activator]	8%	-67*	1%	-4%	?
Cc1onc(-c2ccccc2)c1C(=O)N1CCc2ccccc21	-21%	-1%	43	-2%	-11%	-1%
CC(=O)NCc1cn2c(C)csc2n1	-13%	4%	12	-10%	-4%	32%[activator]
Cc1cc(C)nc(NC(=O)c2c(-c3ccccc3Cl)noc2C)c1	-12%	-11%	-1	2%	?	?

Reprinted from the part before: 3 compounds, then new ones.
SMILES	AmpC no deterg	Sm TGR block	HCMV inh	FBPA Giardia inh	AmpC detergent	HCV inh
Cc1onc(-c2ccccc2)c1C(=O)N1CCc2ccccc21	-21%	-1%	43	-2%	-11%	-1%
CC(=O)NCc1cn2c(C)csc2n1	-13%	4%	12	-10%	-4%	32%[activator]
Cc1cc(C)nc(NC(=O)c2c(-c3ccccc3Cl)noc2C)c1	-12%	-11%	-1	2%	?	?
Cc1cc(C)c(O)c(-c2cc(C(=O)Nc3c(C)n(C)n(-c4ccccc4)c3=O)[nH]n2)c1	19%	-5%	44	-2%	-2%	-21%
COc1cccc(CNS(=O)(=O)c2ccc3c(c2)N(C(C)=O)CCO3)c1	-15%	-8%	25	-2%	-13%	13%
Cc1ccc(NC(=O)c2ccc(S(=O)(=O)NCc3ccco3)cc2)cc1	-20%	-6%	-8	8%	-6%	-4%
CC(=O)N1c2ccc(S(=O)(=O)NCCC(=O)NCCc3ccc(C)cc3)cc2CC1C (stereo unspecified)	42%	-12%	0	-5%	3%	?
Cc1ccccc1NC(=O)Cn1nc(-c2ccc(F)cc2)c2cnc3ccccc3c21	nt	-1%	24	nt	-1%	nt
Cc1ccc(NC(=O)c2ccc3c(=O)n4c(nc3c2)CCCCC4)cc1F	-21%	1%	16	1%	-11%	10µM*
Clc1nc(Nc2ccccc2)nc(Nc2ccccc2)n1	-22%	-10%	19	0%	-12%	-28%
Cc1ccccc1OCC(=O)NCCS(=O)(=O)N1CCN(c2ccc(F)cc2)CC1	167%[activator]	2%	13	nt	0%	-10%
COc1ccccc1NC(=O)Cc1csc(N)n1	-9%	1%	19	1%	?	12%
COCCn1c(C)c(C)c(S(=O)(=O)c2ccccc2)c1N	6%	1µM*	-27	-28%	2%	9%
Cc1cc(NC(=O)c2cc(-c3ccc(C)s3)nc3ccccc23)no1	-33%	-3%	42	-3%	-6%	-23%
Cc1oc(C(=O)O)cc1COc1ccc2c3c(c(=O)oc2c1C)CCC3	-26%	0%	68	11%	-13%	11%
COc1ccc(C2CC(=O)Oc3cc(O)ccc32)cc1 (stereo unspecified)	-14%	nt	47	8%[89.2 µM]	nt	25%
Cc1cc(NC(=O)CSc2nc(=O)cc(N)n2-c2ccc(Cl)cc2)no1	20%	8%	-64*	0%	3%	12%
CCc1ccc(S(=O)(=O)Nc2ccccn2)cc1	-6%	-11%	35	?	?	19%
Clc1ccc2nc(C3CCN(Cc4nnnn4C4CCCCC4)CC3)[nH]c2c1	-24%	-2%	-10	0%	1%	-6%
CC(C)c1ccccc1NS(=O)(=O)N(C)C	-18%	nt	-36	-7%	2%	10%
COC(=O)c1ccc(NC(=O)C2C3CCC(C3)C2C(=O)O)cc1 (stereo unspecified)	nt	-30%	5	16%	0%	-2%
Cc1cccc(NC(=O)CCC(=O)NCCO)c1	-8%	-1%	-24	-2%	?	15%
COc1cc(C(C)=O)ccc1Oc1cc(NN2CCCCC2)c([N+](=O)[O-])cc1[N+](=O)[O-]	-11%	1%	-9	-16%	-6%	-2%
CCOc1ccc(S(=O)(=O)N2CCCC(C(=O)N3CCOCC3)C2)cc1 (stereo unspecified)	45%	2%	38	-1%	10%	-6%
COc1cccc(NC(=O)C2CCN(S(C)(=O)=O)CC2)c1	-17%	7%	40	-6%	-4%	-2%
COc1ccc(OC)c(NC(=S)N2CCN(C(=O)C3CCCO3)CC2)c1 (stereo unspecified)	-5%	-10%	-3	nt	?	-2%
c1ccc2c(c1)NCC1CCCN21 (stereo unspecified)	-15%	32µM*	-5	-30%	-3%	-13%

Filtered by structure: the compounds so far containing a Cl atom
SMILES	AmpC no deterg	Sm TGR block	HCMV inh	FBPA Giardia inh	AmpC detergent	HCV inh
O=C(CCS(=O)(=O)c1ccc2c(c1)NC(=O)CO2)NCCc1ccc(Cl)cc1	-23%	-1%	-4	-10%	0%	3%
CC(=O)c1ccc(NC(=O)c2ccc(-c3ccc(Cl)cc3)o2)cc1	nt	40µM*	13	nt	1%	nt
N#Cc1ccc(C(=O)N2CCN(S(=O)(=O)c3ccc(Cl)s3)CC2)cc1	-6%	5%	21	nt	-5%	11%
O=S(Cc1ccc(Cl)cc1)c1ncc(CO)n1Cc1ccccc1 (stereo unspecified)	23%	-15%	?	1%	-6%	6%
CC(=O)c1c(C)[nH]c(=S)c(C#N)c1-c1ccc(Cl)cc1	-47%	5%	13	24%	8%	-5%
O=C(COC(=O)CCc1c[nH]c(=O)[nH]1)Nc1ccccc1Cl	-5%	45µM*	-19	2%	2%	-4%
Cc1cc(C)nc(NC(=O)c2c(-c3ccccc3Cl)noc2C)c1	-12%	-11%	-1	2%	?	?
Clc1nc(Nc2ccccc2)nc(Nc2ccccc2)n1	-22%	-10%	19	0%	-12%	-28%
Cc1cc(NC(=O)CSc2nc(=O)cc(N)n2-c2ccc(Cl)cc2)no1	20%	8%	-64*	0%	3%	12%
Clc1ccc2nc(C3CCN(Cc4nnnn4C4CCCCC4)CC3)[nH]c2c1	-24%	-2%	-10	0%	1%	-6%

High-throughput results as filed in PubChem BioAssay.
